# GoLoco inh red: qHTS Assay for Inhibitors of RGS12 GoLoco Motif Activity (Red Fluorophore). Guanine nucleotide-binding protein G(i) subunit alpha-1 (Homo sapiens), P63096. Gai1:RGS12 GoLoco peptide FP, rhodamine, 10 min. Potency, µM (series often up to 61.6 µM), without a hit: at the highest dose activity, negative = inhibition, hits mostly inhibitors. hit rate 0.44% among 230,000. AID 880, 2007; active means well fitted inhibition curve with a large enough effect, not every such curve was filed as active; inactive means no such curve, though single readings can be large or run the other way; further: on the % scale 0 is the no-effect control and ±100 the full control effect; nearly all actives have a fitted effect of over 30% in size; many of its hits are not listed in these tables
# Target sequence (P63096 whole entry, looked up): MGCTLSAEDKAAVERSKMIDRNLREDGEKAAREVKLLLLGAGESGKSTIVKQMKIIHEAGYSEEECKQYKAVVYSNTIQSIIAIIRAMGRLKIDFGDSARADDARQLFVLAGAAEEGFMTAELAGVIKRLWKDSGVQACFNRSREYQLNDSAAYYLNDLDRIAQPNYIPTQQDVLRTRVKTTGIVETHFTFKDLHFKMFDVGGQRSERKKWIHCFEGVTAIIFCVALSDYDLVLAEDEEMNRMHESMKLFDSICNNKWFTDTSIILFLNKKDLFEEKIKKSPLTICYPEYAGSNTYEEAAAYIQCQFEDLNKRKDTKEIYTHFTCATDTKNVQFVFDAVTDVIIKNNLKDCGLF
# IMPase Li cell: qHTS Assay for Identifying the Cell-Membrane Permeable IMPase Inhibitors: Potentiation with Lithium; CHO-M1 cells, IP1 TR-FRET (IP-One), carbachol + lithium; Potency, µM (highest dose often 59.4 µM), without a hit: at the top dose activity, negative = IMPase inhibition, most hits filed as inhibitors; hit rate 0.35% among 210,000;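 further: IP1 builds up when IMPase is blocked and the TR-FRET signal falls; plate controls were basal vehicle for no effect and high inhibitor control for full effect; nearly all actives have a fitted effect of over 50% in size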
#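 Readout is a homogeneous TR-FRET IP1 immunoassay (Ex 320, Em 665 and 620), where raised cytosolic IP1 lowers signal. Cells were CHO-M1 treated 30 min at 37C with test compounds plus a little lithium; AC50 values came from Hill-equation fitting.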
# HTT aggregate: qHTS Multiplex Assay to Identify Dual Action Probes in a Cell Model of Huntington: Aggregate Formation (GFP). PC12 HttQ103-GFP aggregates, Acumen cytometry, 40 h. Potency, µM (highest dose often 46.1 µM), for inactives: at the highest dose activity change, negative = inhibition, actives largely listed as inhibitors. hit rate 1.1% among 220,000; further: on the % scale 0 is the no-effect control and ±100 the full control effect; nearly all actives have a fitted effect of over 60% in size
#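 Steps: seed 1500 PC12 HTTQ103-GFP cells/well; add tebufenozide, 100 nM final; add compound titration; add ATPLite reagent; quantify GFP aggregates by laser scanning cytometry.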
# GAA inh: qHTS Assay for Inhibitors of Human alpha-Glucosidase as a Potential Chaperone Treatment of Pompe Disease | hit rate 0.005% among 200,000 | AID 1466, 2008 | purified human GAA, 4-MU-alpha-glucoside fluorescence | Lysosomal alpha-glucosidase (Homo sapiens), P10253 | Potency, µM (series often up to 76.9 µM), for the others: at the highest dose activity change, negative = inhibition, most hits filed as inhibitors;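 further: plate controls were uninhibited enzyme wells for no effect and no-enzyme background for full effect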
#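 AC50 values come from Hill fits of compound titrations (up to 77 uM) against 4 nM human enzyme. Substrate 4-methylumbelliferyl-alpha-D-pyranoside at 400 uM, pH 5.0 citrate buffer, 20 min room temperature; fluorescence Ex 365/Em 440 after alkaline stop.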
# HTT cytoprotect: qHTS Multiplex Assay to Identify Dual Action Probes in a Cell Model of Huntington: Cytoprotection (ATP). hit rate 0.14% among 230,000. PC12 HTT-Q103 induced, cytoprotection, ATP luminescence, 40 h. AID 1471, 2008. Potency, µM (titrated, usually from 56.4 µM), inactives show cytoprotection (ATP increase), actives largely listed as activators;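 further: % of control where 0% means no effect; nearly all actives have a fitted effect of over 45% in size; toxic huntingtin expression switched on by the ecdysone agonist tebufenozide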
#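 Readout: ATPlite luminescence (ATP level). Model: stable PC12, inducible Htt exon1 Q103-GFP. Inducer: tebufenozide, 100 nM final. Compounds: dose series. No G418 in medium.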
# aGlu spleen mod: qHTS Assay for Inhibitors and Activators of Human alpha-Glucosidase From Spleen Homogenate; Lysosomal alpha-glucosidase (Homo sapiens), P10253; AID 2112, 2009; human spleen homogenate, 4-MU-alpha-glucoside fluorescence; hit rate 0.006% among 240,000; Potency, µM (series often up to 79.9 µM), inactives show at the highest dose activity change, negative = inhibition, usual class: inhibitors;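 further: 0% = enzyme with vehicle and -100% = no enzyme basal signal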
#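 Human spleen homogenate (1 ug) incubated with compounds and 1 mM 4-methylumbelliferyl-alpha-D-glucopyranoside in pH 5.0 citrate/phosphate buffer, 37 C, 40 min. Stopped at pH 10; 4-MU fluorescence (Ex 365/Em 440 nm); AC50 by Hill fit.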
# GAA glycogen mod: qHTS Assay for Inhibitors and Activators of Human alpha-Glucosidase Cleavage of Glycogen | Lysosomal alpha-glucosidase (Homo sapiens), P10253 | recombinant GAA, glycogen substrate, Amplex Red glucose oxidase fluorescence | Potency, µM (top dose mostly 76.4 µM), without a hit: at the top dose activity change, negative = inhibition, usual class: inhibitors | hit rate 0.38% among 300,000;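 further: 0% = full enzyme reaction and -100% = no-enzyme basal signal; the screen sought inhibitors and activators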
#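 qHTS, 1536-well; enzyme 4 nM final; cpd up to 77 uM; substrate bovine liver glycogen 30 ug; 50 mM citrate/phosphate pH 5.0, 0.01% Tween-20; 37 C, 40 min; Amplex Red detection 45 min RT; Hill fit → AC50.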
# Numbers without * were called inactive; ? = inconclusive; · = not tested or not shown; [ ] = dose if it differs, or a comment. Unless noted, the call rests on the fitted dose curve; in most records, active means well fitted curve in the direction sought with a large enough effect; inconclusive means small, poorly fitted or top-dose-only effect, or another doubt; inactive means no such curve, though single readings can be large; an effect the other way counts as inactive or inconclusive. Potency means the concentration at half of the fitted maximal effect.
1. COC(=O)c1c(N2C(=O)CCC2=O)sc2c1CCCC2
2. CCOC(=O)c1c(NC(=O)CSc2nncn2C)sc(C)c1C
3. COC(=O)C1=C(C)N(C)C(C)=C(C(=O)OC)C1c1ccsc1
4. CC1=CC(=O)C=CC1(C)C(Cl)(Cl)Cl (stereo not drawn)
5. Nc1ccc2c(c1)ncn2CCCn1cnc2cc(N)ccc21
6. Cc1ccccc1NC(=O)c1ccc(Nc2c([N+](=O)[O-])cc([N+](=O)[O-])c3ccccc23)cc1
7. O=C(O)c1cccc(NC(=O)c2cc(S(=O)(=O)N3CCOCC3)cs2)c1
8. CC1CCc2c(sc3nc(SCC(=O)NCc4ccco4)nc(N)c23)C1 (stereo not drawn)
9. COc1ccc(OCc2nc3ccccc3[nH]2)cc1
10. S=C1NCCc2ccccc2C1c1ccccc1Cl (stereo not drawn)

compound no.	1	2	3	4	5	6	7	8	9	10
GoLoco inh red	0%	8%	·	-17%	8%	8%	17%	5%	8%	8%
IMPase Li cell	-5%[38.3 µM]	-15%[38.3 µM]	·	-3%[38.3 µM]	3%[38.3 µM]	5%	5%	-2%[38.3 µM]	20%[38.3 µM]	-4%
HTT aggregate	16%	-12%[9.22 µM]	26%	2%	15%	?	-7%[9.22 µM]	-19%	-18%	3%
GAA inh	-7%	1%	-2%	1%	-3%	-30%	-11%	?	-8%	0%
HTT cytoprotect	0%	-2%	-2%	3%	16%[10 µM]	5%[10 µM]	-23%[10 µM]	-97%[inhibitor][0.074 µM]	-58%[inhibitor]	14%[10 µM]
aGlu spleen mod	-4%	-3%	3%	-1%	-5%	-12%	-1%	0%	0%	-5%
GAA glycogen mod	-20%	1%	-13%	4%	-16%	15%	11%	0%	3%	?

11. C/C(CC(=O)Nc1c(C)cc(C)cc1C)=N\NC(=O)c1cnccn1
12. CC1CCc2c(sc3ncn(CC(=O)N4CCCCC4)c(=O)c23)C1 (stereo not drawn)
13. CCCCCc1cc(=O)oc2c(C(CCN3CCCC(C)C3)c3ccc4c(c3)OCO4)c(OC)cc(OC)c12 (stereo not drawn)
14. O=C1NC2=C(C(=O)c3ccccc32)C(c2ccccc2)N1 (stereo not drawn)
15. CCOC(=O)c1cc2c(ccc3ccccc32)oc1=O
16. O=C(NCc1ccccn1)c1ccc(CNS(=O)(=O)c2cccc(C(F)(F)F)c2)cc1
17. CCOc1ccc(CN2CCN(Cc3c(C)nn(CC)c3C)CC2CCO)cc1 (stereo not drawn)
18. C=CCC(=O)N1CCCC(CNC(=O)c2ccc(-c3ccccc3)cc2)C1 (stereo not drawn)
19. Cc1cc(-c2csc(N)n2)c(C)n1C
20. c1ccc(CN2CC[C@@H](CNc3ncnc4ccccc34)C2)cc1

compound no.	11	12	13	14	15	16	17	18	19	20
GoLoco inh red	-6%	3%	4%	-2%	10%	4%	4%	1%	40%[activator]	6%[14.2 µM]
IMPase Li cell	0%	-1%	·	-14%[38.3 µM]	-4%	5%	·	6%	60%[activator][38.3 µM]	8%
HTT aggregate	1%	-9%[9.22 µM]	13%[9.22 µM]	-5%	-5%[9.22 µM]	2%	7%[9.22 µM]	7%[9.22 µM]	0%[9.22 µM]	·
GAA inh	2%	10%	·	-2%	?	4%	·	-5%	-5%	·
HTT cytoprotect	3%[10 µM]	-9%[10 µM]	-9%[10 µM]	-6%	24%[10 µM]	17%	-7%[10 µM]	12%[10 µM]	12%	22%[10 µM]
aGlu spleen mod	2%	-1%	-1%	-5%	?	3%	3%	-11%	2%	·
GAA glycogen mod	?	16%	-1%	-5%	1%	11%	5%	-11%	-15%	·

# Profiles as entered above. Screens in order: GoLoco inh red, IMPase Li cell, HTT aggregate, GAA inh, HTT cytoprotect, aGlu spleen mod, GAA glycogen mod
# `COC(=O)c1c(N2C(=O)CCC2=O)sc2c1CCCC2` as listed: 0%, -5%[38.3 µM], 16%, -7%, 0%, -4%, -20%
# `C=CCC(=O)N1CCCC(CNC(=O)c2ccc(-c3ccccc3)cc2)C1` (stereo not drawn) as listed: 1%, 6%, 7%[9.22 µM], -5%, 12%[10 µM], -11%, -11%
# `Nc1ccc2c(c1)ncn2CCCn1cnc2cc(N)ccc21` as listed: 8%, 3%[38.3 µM], 15%, -3%, 16%[10 µM], -5%, -16%

# Next section:
21. CN1CCN(c2ccc([N+](=O)[O-])cc2NC(=O)c2ccccc2Cl)CC1
22. CN(C)S(=O)(=O)c1ccc(N2C(=O)CC2(/C=C/c2ccccc2)C(=O)NC2CCCC2)cc1 (stereo not drawn)
23. COc1ccc(-c2nc3cnc(Nc4cccc(OC)c4)nc3n(C[C@H]3CCCO3)c2=O)cc1
24. C=CCN1N=C(c2ccc(Cl)s2)CSC1=O
25. CC(C)(Oc1ccc(CCNC(=O)c2ccc(-c3ccc(Cl)cc3)o2)cc1)C(=O)O
26. Cc1noc(C)c1C(c1ccccc1)c1ccccc1
27. CC(C)c1ccc(/C=C/C(=O)NNC(=O)c2cccnc2)cc1
28. O=C(/C=C/c1ccc(O)c(O)c1)OC1C(O)CC(OC(=O)/C=C/c2ccc(O)c(O)c2)(C(=O)O)CC1O (stereo not drawn)
29. Nc1c(C(=O)O)cnc2nc(N3CCOCC3)nn12
30. CCCCNc1nc(C)nc2c1nc(-c1ccccc1)n2CC(C)(C)CN(C)C

compound no.	21	22	23	24	25	26	27	28	29	30
GoLoco inh red	-10%	8%	13%	6%	17%	10%	9%	-29%	-2%	2%
IMPase Li cell	0%[38.3 µM]	4%	1%	1%[38.3 µM]	-9%	33%[38.3 µM]	-7%[38.3 µM]	·	-4%	-1%
HTT aggregate	7%	2%	·	4%	0%[9.22 µM]	24%	0%	4%[9.22 µM]	-3%	·
GAA inh	-11%	-4%	·	-4%	4%	?	-4%	-10%	?	·
HTT cytoprotect	-10%	12%[10 µM]	-5%	-9%	-78%[inhibitor]	17%	-26%	12%[10 µM]	-8%	-13%
aGlu spleen mod	-18%	3%	9%	-4%	-2%	6%	-4%	-2%	1%	-5%
GAA glycogen mod	11%	-5%	·	-12%	-1%	3%	17%	1.8µM*	-1%	·

31. CC1=CC(C)(C)N(C(=O)c2ccccc2)c2ccc(C)cc21
32. O=C(O)/C=C/C(=O)N1CCN(C(c2ccccc2)c2ccccc2)CC1
33. Cc1nn(-c2ccccc2)c(C)c1NC(=O)COc1ccc(C#N)cc1
34. CCN1C(=O)/C(=C\N2CCN(C(=O)c3ccco3)CC2)SC1=S
35. COc1ccc(-c2ccnc3nc(N4CCN(c5ccccc5)CC4)nn23)cc1
36. Cc1ccc(S(=O)(=O)n2nc(OC(=O)C(C)(C)C)cc2N)cc1
37. CCC(CC)C(=O)c1c[nH]c(C(=O)NCc2cccs2)c1
38. O=C(NCc1ccc2c(c1)OCO2)c1ccc(COc2cccc(Cl)c2)o1
39. CC(C)(C)C(=O)C(Oc1cccc2nonc12)n1cncn1 (stereo not drawn)
40. CCOc1ccc(NC(=O)CCCOc2cc(=O)n(C)c3ccccc23)cc1

compound no.	31	32	33	34	35	36	37	38	39	40
GoLoco inh red	-2%	9%	0%	13%	11%	5%	7%	10%	8%	7%
IMPase Li cell	15%[38.3 µM]	·	-4%	·	5%	0%[38.3 µM]	-3%	26%[38.3 µM]	-16%[38.3 µM]	-8%[38.3 µM]
HTT aggregate	-6%	-5%[9.22 µM]	1%	-8%[9.22 µM]	-2%	20%	0%[9.22 µM]	28µM*	-9%	?
GAA inh	-6%	-2%	2%	-12%	-13%	?	7%	-12%	-4%	4%
HTT cytoprotect	17%	13%[10 µM]	·	-12%[10 µM]	-13%[10 µM]	-26%	-41%[inhibitor]	-16%[10 µM]	-8%[0.074 µM]	-18%
aGlu spleen mod	-3%	8%	-5%	-1%	-6%	-9%	1%	6%	3%	-11%
GAA glycogen mod	-15%	-10%	3%	11%	-10%	-6%	2%	-10%	-12%	14%[76.3 µM]

41. CN(CCCC(=O)Nc1nccs1)S(=O)(=O)c1ccc(Cl)cc1
42. CC(C)=CC(=O)NCc1c(Cl)cccc1-n1cccc1
43. COCCC(=O)N1CCCC(C(=O)c2ccc(Oc3ccccc3)cc2)C1 (stereo not drawn)
44. CCCCNC(=S)NNC(=O)c1c(C)nc2ccccn12
45. Cc1[nH]c(=O)[nH]c(=O)c1S(=O)(=O)N1CCCC(C(=O)NCc2ccc3c(c2)OCO3)C1 (stereo not drawn)
46. COC(=O)C1=C(N)Oc2cc(C)n(CC3CCCO3)c(=O)c2C1c1ccccc1 (stereo not drawn)
47. O=C(NNc1cc(N2CCOCC2)nc(N2CCOCC2)n1)c1ccc(Cl)cc1Cl
48. COc1ccc2[nH]c(=O)c(NC(N)=S)nc2c1
49. C#CCn1c(=NC(=O)c2ccc(Br)s2)sc2cc(NC(C)=O)ccc21
50. C1CCCN(CCCCN2CCCCCC2)CC1
51. C[C@]12CC[C@@H](O)C[C@@H]1CC[C@@H]1[C@@H]2CC[C@]2(C)C=CC[C@@H]12

compound no.	41	42	43	44	45	46	47	48	49	50	51
GoLoco inh red	-3%	-5%	-1%	5%	-8%	-3%	3%	4%	19%	1%	3%
IMPase Li cell	22%[38.3 µM]	-2%[38.3 µM]	0%	11%	2%	-6%[38.3 µM]	-2%	7%[38.3 µM]	?	-7%[38.3 µM]	-3%
HTT aggregate	1%	2%	11%[9.22 µM]	-1%	19%	9%	11%	2%	-24%	-13%	·
GAA inh	-4%	2%	-1%	6%	3%	14%	-8%	-5%	-1%	0%	·
HTT cytoprotect	7%[10 µM]	-6%	12%[10 µM]	4%	37%[10 µM]	-16%[0.074 µM]	-7%[1.9 µM]	9%	-10%[10 µM]	-13%	-38%
aGlu spleen mod	2%	-8%	1%	-2%	-4%	-1%	-8%	-4%	7%	-2%	4%
GAA glycogen mod	-6%	2%	9%	?	0%	16%	-28%	-2%	7%	9%	·

# The list is partial, so the mix of outcomes need not match the whole.
